High-throughput results: PubChem, National Center for Advancing Translational Sciences (NCATS)
CRE-bla Fsk: alters forskolin-stimulated CRE reporter signaling in CHO cells; CHO CRE-bla reporter (cAMP response element driving beta-lactamase), forskolin EC10, beta-lactamase ratio; Potency, µM (titrated, usually from 38.2 µM), for inactives: top-dose activity change, negative = inhibition, actives largely listed as activators; AID 662; 71,000 compounds, 2.5% hits; active = well fitted activation curve with a large enough effect in the signal ratio, with a control signal flat, not every such curve was filed as active; inconclusive = small, poorly fitted or top-dose-only effect, or effect the other way, or a change in a side signal; the % refers to the signal ratio; also: potency is read from the fitted curve at half-maximal effect; % of control where 0% means no effect
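AC50 values, positive or negative, reflect shifts in EC10 NKH 477-induced CRE-bla reporter activity in CHO cells. Incubation lasted 3 h at 37 °C before CCF4 substrate (2 h, room temperature) and ratiometric 460/530 nm reading.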
BRCT PPI green: blocks human BRCA1 BRCT binding to phosphopeptide, green readout. P38398. BRCA1 BRCT-phosphopeptide binding, green fluorescence polarization. Potency, µM (top dose mostly 76.9 µM), for the others: top-dose activity change, negative = inhibition, usual class: inhibitors. 75,000 compounds, 0.05% hits. AID 875;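 also: potency is read from the fitted curve at half-maximal effect; plate controls were peptide without protein for full effect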
Target sequence (P38398 whole entry, looked up): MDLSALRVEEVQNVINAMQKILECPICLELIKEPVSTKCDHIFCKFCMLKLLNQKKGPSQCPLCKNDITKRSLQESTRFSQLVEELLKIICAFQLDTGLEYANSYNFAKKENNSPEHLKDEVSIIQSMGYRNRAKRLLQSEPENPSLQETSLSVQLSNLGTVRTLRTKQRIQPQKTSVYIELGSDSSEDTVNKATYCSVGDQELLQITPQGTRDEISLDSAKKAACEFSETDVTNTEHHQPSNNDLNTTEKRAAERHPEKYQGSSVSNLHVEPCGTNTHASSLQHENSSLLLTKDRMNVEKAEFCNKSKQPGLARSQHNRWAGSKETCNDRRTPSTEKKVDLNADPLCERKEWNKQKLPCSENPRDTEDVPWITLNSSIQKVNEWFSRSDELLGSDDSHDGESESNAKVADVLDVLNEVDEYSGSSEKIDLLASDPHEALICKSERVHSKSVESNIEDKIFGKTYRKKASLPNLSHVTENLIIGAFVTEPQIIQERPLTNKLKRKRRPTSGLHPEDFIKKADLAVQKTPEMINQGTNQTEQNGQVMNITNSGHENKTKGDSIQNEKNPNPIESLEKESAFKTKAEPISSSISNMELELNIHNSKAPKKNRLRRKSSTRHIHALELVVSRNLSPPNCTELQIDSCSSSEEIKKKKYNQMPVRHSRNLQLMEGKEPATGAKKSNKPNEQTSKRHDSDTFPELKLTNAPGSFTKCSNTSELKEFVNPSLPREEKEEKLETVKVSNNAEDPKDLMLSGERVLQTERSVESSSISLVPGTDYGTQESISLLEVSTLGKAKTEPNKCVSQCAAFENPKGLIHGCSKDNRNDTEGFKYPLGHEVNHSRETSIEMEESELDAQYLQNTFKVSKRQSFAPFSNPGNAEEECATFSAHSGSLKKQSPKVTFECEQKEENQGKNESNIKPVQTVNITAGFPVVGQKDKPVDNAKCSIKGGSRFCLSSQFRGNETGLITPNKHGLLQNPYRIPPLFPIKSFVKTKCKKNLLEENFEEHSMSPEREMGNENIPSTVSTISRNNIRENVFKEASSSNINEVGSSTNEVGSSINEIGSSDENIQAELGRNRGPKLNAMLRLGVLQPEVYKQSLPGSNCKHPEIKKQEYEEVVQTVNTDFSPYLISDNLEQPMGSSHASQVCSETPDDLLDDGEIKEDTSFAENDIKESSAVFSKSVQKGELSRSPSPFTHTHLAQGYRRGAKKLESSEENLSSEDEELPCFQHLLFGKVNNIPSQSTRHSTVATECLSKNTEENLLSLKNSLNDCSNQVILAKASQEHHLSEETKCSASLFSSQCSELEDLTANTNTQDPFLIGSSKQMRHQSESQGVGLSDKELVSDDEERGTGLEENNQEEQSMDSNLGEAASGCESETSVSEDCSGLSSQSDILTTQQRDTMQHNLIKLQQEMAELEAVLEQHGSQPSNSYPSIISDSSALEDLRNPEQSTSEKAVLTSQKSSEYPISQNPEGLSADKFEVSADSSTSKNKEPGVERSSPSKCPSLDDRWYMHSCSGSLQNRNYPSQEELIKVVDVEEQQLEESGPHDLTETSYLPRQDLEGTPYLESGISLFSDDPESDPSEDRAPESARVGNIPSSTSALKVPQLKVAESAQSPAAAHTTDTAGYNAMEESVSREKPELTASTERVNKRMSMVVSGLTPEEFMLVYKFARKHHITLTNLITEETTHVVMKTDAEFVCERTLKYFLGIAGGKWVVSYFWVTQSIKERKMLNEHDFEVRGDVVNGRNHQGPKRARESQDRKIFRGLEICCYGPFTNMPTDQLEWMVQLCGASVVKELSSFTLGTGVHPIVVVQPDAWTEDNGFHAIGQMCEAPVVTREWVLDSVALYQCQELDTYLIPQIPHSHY
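Fluorescence polarization: His-tagged BRCT (~35 kDa BRCA1 C-terminus, 250 nM) bound to 100 nM fluorescein-labeled phosphorylated 10-aa BACH1 peptide, pH 7.3 phosphate buffer with DTT and Tween 20. Compounds incubated 12 min at room temperature; inhibition read as lowered polarization.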
Hsp90 Hop PPI: changes Hsp90-Hop TPR2A binding signal, up or down; AlphaScreen TPR2A-His6 binding biotin-Hsp90 C-terminal peptide; Potency, µM (titrated, usually from 57 µM), for inactives: at the highest dose activity change, negative = inhibition; 71,000 compounds, 0.44% hits; active = well fitted curve in either direction with a large enough effect; inconclusive = small, poorly fitted or top-dose-only effect, or another doubt; also: potency is read from the fitted curve at half-maximal effect; % is scaled to controls: 0 for no effect and ±100 for the full control effect; many of its hits are not listed in these tables
USP2a inh: blocks human ubiquitin-specific protease USP2a; O75604; USP2a enzymatic assay, qHTS inhibition; Potency, µM (titrated, usually from 38.3 µM), for the others: at the top dose activity change, negative = inhibition, hits mostly inhibitors; 60,000 compounds, 0.1% hits;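 also: potency is read from the fitted curve at half-maximal effect; nearly all actives have a fitted effect of over 60% in size; plate controls were DMSO for no effect and NEM full inhibition control for full effect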
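USP2 core (20nM final) preincubated 30 min RT with compound, then Ub-PLA2 20nM and NBD C6-HPC 20uM final added; buffer 20mM Tris-HCl pH 8.0, 2mM CaCl2. Fluorescence Ex 460/Em 535 read at 0 and 2.5 h; normalized to NEM.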
Epigenetic mod: derepresses silenced GFP locus in mouse C127i cells. mouse C127i GFP locus derepression, cytometry, 30 h. Potency, µM (doses to about 46.1 µM), for inactives: top-dose GFP derepression (activation). 68,000 compounds, 0.09% hits. AID 597; also: % of control where 0% means no effect
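Locus derepression in mouse mammary C127i cells whose integrated CMV-GFP reporter is normally silent; GFP expression after 30 h compound treatment was quantified by counting fluorescent cells.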
BRCT PPI red: disrupts BRCA1 BRCT binding to phosphoprotein, red fluorophore readout | P38398 | BRCT-phosphopeptide binding, red fluorescence polarization | Potency, µM (series often up to 76.9 µM), for the others: top-dose activity change, negative = inhibition, usual class: inhibitors | 75,000 compounds, 0.03% hits | AID 892; also: % is scaled to controls: 0 for no effect and ±100 for the full control effect
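Fluorescence polarization: 100 nM His-tagged BRCA1 BRCT with 100 nM TAMRA-labelled phospho-BACH1 decapeptide, phosphate buffer pH 7.3 with 150 mM NaCl, DTT, 0.01% Tween 20; 12 min RT. Binding inhibition seen as FP decrease.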
Ub-GFP proteasome: ubiquitin-GFP accumulation via proteasome inhibition; Ubiquitin-GFP reporter cells, proteasome inhibition, GFP fluorescence; response scale: untreated = 0%, 10 µM MG-132 = 100%; Potency, µM (titrated, usually from 45.9 µM), for inactives: at the highest dose activation (GFP accumulation), actives largely listed as activators; 67,000 tested, under 10 active; AID 526; active = well fitted activation curve with a large enough effect, not every such curve was filed as active; inconclusive = small, poorly fitted or top-dose-only effect, or another doubt; inactive = no such curve, though single readings can be large or run the other way; also: potency is read from the fitted curve at half-maximal effect
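Proteasome block read as GFP accumulation: ubiquitin(G76V)-GFP U2OS cells exposed to compound (2.9 nM–46 uM) for 4 hr at 37 C. Normalization used untreated cells as 0% and 10 uM MG-132 as 100%; concentration-response curves fitted.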
ALOX15 inhib: 15-hLO (ALOX15) enzyme inhibition. purified 15hLO-1, xylenol orange hydroperoxide absorbance. 74,000 compounds, 1.4% hits. Potency, µM (series often up to 57.1 µM), for inactives: at the top dose activity change, negative = inhibition, most hits filed as inhibitors; also: potency is read from the fitted curve at half-maximal effect; % is scaled to controls: 0 for no effect and ±100 for the full control effect; nearly all actives have a fitted effect of over 55% in size
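Purified human 15hLO-1 (40 nM final) in 25 mM Hepes pH 7.5, 0.01% Triton X-100 was preincubated with compound 15 min at room temperature, then reacted 6 min with 50 uM arachidonic acid; hydroperoxide detected by Fe-XO, 573/405 nm absorbance ratio.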
HADH2 inh: inhibitors of human HADH2 dehydrogenase. Q99714. recombinant HADH2, NADH fluorescence, beta-hydroxybutyryl-CoA. Potency, µM (doses to about 57.1 µM), without a hit: at the highest dose activity change, negative = inhibition, usual class: inhibitors. 73,000 compounds, 3.4% hits. AID 886; also: potency is read from the fitted curve at half-maximal effect; % is scaled to controls: 0 for no effect and ±100 for the full control effect; nearly all actives have a fitted effect of over 60% in size; many of its hits are not listed in these tables
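Activity measured as NADH fluorescence gain (360/450 nm), taken as the change between first and last reads of a 4-min kinetic run. Conditions: pH 9.0 Tris buffer, 20 nM E. coli-expressed His-tagged enzyme, 1 mM NAD+, 90 uM beta-hydroxybutyryl-CoA; 15-min compound preincubation.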
HBB splicing: alters splicing of the hemoglobin beta chain | HBB splicing reporter cell assay, activation; EGFP reporter with mutant IVS2-654 intron; response scale: normalised to 500 nM splice-correcting PNA | 65,000 compounds, 0.06% hits | Potency, µM (doses to about 46.1 µM), without a hit: at the top dose activation, actives largely listed as activators; also: potency is read from the fitted curve at half-maximal effect; 0% is about no effect
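HeLa cells stably expressing EGFP interrupted by mutant beta-globin intron 2 (IVS2-654), 500/well in 2% FCS. Treated with compound for 2 days at 37C. Splicing correction scored as total well GFP intensity (488 nm excitation, 500-520 nm emission); 500 nM antisense PNA served as control.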
Pol III holo inh: DNA polymerase III holoenzyme inhibition; Potency, µM (series often up to 57.1 µM), without a hit: top-dose activity change, negative = inhibition; 71,000 compounds, 0.25% hits; reconstituted DNA polymerase III holoenzyme replication, biochemical; also: potency is read from the fitted curve at half-maximal effect; % is scaled to controls: 0 for no effect and ±100 for the full control effect
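Reconstituted *E. coli* holoenzyme (0.35 nM Pol III, 1 nM beta, 154 nM SSB, 2 nM primase) was preincubated with compound for 15 min at RT. Synthesis on 1.4 nM ssM13Gori ran 35 min, then was stopped with PicoGreen/EDTA and read as dsDNA fluorescence.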
* marks the source's active call; other numbers are inactive results; ? = inconclusive; · = not tested or not shown; & = joins results of further samples; [ ] = dose if it differs, or a comment. Unless noted, calls follow the shape of the dose curve; as a rule, active = well fitted curve in the direction sought with a large enough effect; inconclusive = small, poorly fitted or top-dose-only effect, or another doubt; inactive = no such curve, though single readings can be large; an effect the other way counts as inactive or inconclusive. This is a subset (hit frequency here may not be typical).

SMILES	CRE-bla Fsk	BRCT PPI green	Hsp90 Hop PPI	USP2a inh	Epigenetic mod	BRCT PPI red	Ub-GFP proteasome	ALOX15 inhib	HADH2 inh	HBB splicing	Pol III holo inh
COC(=O)c1[nH]c(C)c(/C(O)=C2\C(=O)C(=O)N(CCN3CCOCC3)C2c2cccs2)c1C (configuration not stated)	15%	-0.2%	0%	-1%	3%	-0.8%	·	-4%	-2%	0.8%[0.369 µM]	-1%
COc1ccc(C2CC(c3ccc(Cl)c(Cl)c3)Nc3nc(N)nn32)cc1 (configuration not stated)	-10%	-1.5%	-5%[2.3 µM]	·	·	-0.5%	-18%	-14%	4%	0.1%	-1%
CCc1nnc(NC(=O)CSc2nnc(CSc3nc(C)cc(C)n3)n2CC)s1	4%	-0.8%	0%	2%	8%	-1.6%	-2%	4%	-3%	1.1%[57.5 µM]	-4%
O=C(CSc1ccc2nnc(-c3ccc(F)cc3)n2n1)NCc1ccco1	-15%	1.1%	-3%	16%	0%	-2.1%	3%	-15%	-21%	3.2%	2%
COC(=O)C1=C(C)N(Cc2ccccc2)[C@]23O[C@](C(=O)OC)(C(=O)N2C1c1ccccc1)C1C(=O)N(C)C(=O)C13 (some centres not stated)	·	2.0%&-1.8%[15.4 µM]	·	·	·	1.0%&0.8%[15.4 µM]	·	-4%&9%[11.4 µM]	-3%&7%[11.4 µM]	0.2%&3.0%[9.22 µM]	·
Cc1ccc(-c2ccc(=O)n(CC(=O)NCCCN3CCCCC3C)n2)cc1 (configuration not stated)	5%	-5.8%	-6%	5%	6%	0.5%	-8%	0%	25%	0.8%	-4%
CCC1Oc2ccc(C)cc2N(CC(=O)NCCN2CCCCCC2)C1=O (configuration not stated)	-9%	0.3%	-8%	6%	-2%	-2.1%	4%	-19%	9%	2.4%	-1%
C[N@@+]1(CC[N@@+]2(C)CCC[C@H]2c2cccnc2)CCC[C@@H]1c1cccnc1	-2%[7.6 µM]	0.2%[15.4 µM]	-5%[11 µM]	·	0%[9.22 µM]	-0.4%[15.4 µM]	0%[9.17 µM]	132%[activator][11.4 µM]	2%[11.4 µM]	3.0%[9.22 µM]	·
c1ccc2[nH]c(CSc3ncnc4c3oc3ccccc34)nc2c1	?	3.2%	-7%	53%[activator]	6%	-0.9%	3%	10%	6%	-2.1%[0.369 µM]	-13%
CCNc1ncc2nc(-c3ccc(Cl)cc3)c(=O)n(CCC#N)c2n1	2µM*	0.5%	-2%	3%	3%[9.22 µM]	-0.7%	5%	-2%	78%[activator]	0.5%	-5%
CC(C)Cn1c2c(c(O)c(C(=O)Nc3ccc(F)cc3)c1=O)CCCC2	2%	-1.4%	-3%	-8%	4%	0.4%	-1%	-1%	-3%	1.1%[0.369 µM]	-3%
Cn1nc(-c2ccc(Cl)cc2)c2cc(C(=O)NCCCN3CCOCC3)sc21	7.9µM*	3.0%	-3%[2.3 µM]	·	·	-0.2%	-14%	-6%	?	-0.8%	-19%
CC(C)=CCCC(C)N(C=O)C(C)CCC=C(C)C (configuration not stated)	13%	-2.2%	1%	-14%	-2%	0.2%	7%	7.9µM*	-6%	-2.1%	-4%
CN(C)S(=O)(=O)c1ccc(C(=O)NCCOc2ccccc2)cc1	-17%	-3.1%	1%	-4%	-3%	-1.1%	-3%	12%	5%	-1.1%	-3%
O=C(CSc1ccc(Cl)cc1)NC1CCCC1	?	-1.7%	-15%[11 µM]	6%[7.66 µM]	0%	0.0%	0%[9.17 µM]	10%[11.4 µM]	-5%[11.4 µM]	-0.5%[0.0738 µM]	-2%[11.4 µM]
OC[C@@H](O)CNc1ncnc2ccccc12	10%[7.6 µM]	-0.7%[15.4 µM]	2%[11 µM]	·	7%[9.22 µM]	-0.8%[15.4 µM]	0%[9.17 µM]	8%[11.4 µM]	6%[11.4 µM]	0.2%[9.22 µM]	-2%[11.4 µM]
CC1Cc2nc(SCC(=O)NCC3CCCO3)n(Cc3ccccc3)c(=O)c2S1 (configuration not stated)	8%	-2.4%	-2%	15%	7%	1.1%	-7%	5%	0%	-1.2%	0%
Cc1ccc(C2N(c3ccc(Cl)c(Cl)c3)C(=O)C3CCCN32)o1 (configuration not stated)	-3%	-0.5%	4%	9%	0%	-2.4%	-8%	-2%	2%	-0.5%	0%
Cc1cccc(NC(=O)c2oc3ccc(S(=O)(=O)N4CCOCC4)cc3c2C)c1C	?	-2.1%	0%	48%[activator]	4%	-0.3%	0%	-13%	15%	-0.7%[57.5 µM]	-2%
COc1ccc2sc(N3C(=O)C4CC=C(C)CC4C3=O)nc2c1 (configuration not stated)	7%	-3.5%	0%	13%	-3%	0.7%	-3%	-5%	2%	-0.5%	-4%
COc1ccc(C2C(C(=O)NCC3CCCO3)CCC(=O)N2c2ccc3c(c2)OCO3)cc1 (configuration not stated)	-2%	-1.6%	-1%	8%	0%	0.8%	10%	9%	20%	0.0%	0%
OC(c1ccc2c(c1)OCO2)c1nccc2ccccc12 (configuration not stated)	-7%	-1.5%	-3%	-6%	-2%	-1.6%	-1%	1%	-6%	-4.1%	-5%
CCOC(=O)c1ccc(NC(=O)CC2SC(=NC)N(C)C2=O)cc1 (configuration not stated)	-3%	-3.1%	-3%	4%	3%	-0.1%	1%	-5%	-6%	-0.3%	-2%
O=C(O)CSc1nc2ccccc2o1	-18%	-1.1%	-2%	-6%	0%	-1.3%	-7%	0%	-6%	2.4%	-4%
CC(=O)NC1CC2CCCC(C1)N2C(=O)Nc1ccc(Cl)c(C(F)(F)F)c1 (configuration not stated)	-1%	0.9%	-2%	·	5%	1.2%	0%	4%	-6%	-0.3%[57.5 µM]	1%

Reprinted from the entries so far for reference:
SMILES	CRE-bla Fsk	BRCT PPI green	Hsp90 Hop PPI	USP2a inh	Epigenetic mod	BRCT PPI red	Ub-GFP proteasome	ALOX15 inhib	HADH2 inh	HBB splicing	Pol III holo inh
COc1ccc(C2CC(c3ccc(Cl)c(Cl)c3)Nc3nc(N)nn32)cc1 (configuration not stated)	-10%	-1.5%	-5%[2.3 µM]	·	·	-0.5%	-18%	-14%	4%	0.1%	-1%
CCc1nnc(NC(=O)CSc2nnc(CSc3nc(C)cc(C)n3)n2CC)s1	4%	-0.8%	0%	2%	8%	-1.6%	-2%	4%	-3%	1.1%[57.5 µM]	-4%
O=C(CSc1ccc2nnc(-c3ccc(F)cc3)n2n1)NCc1ccco1	-15%	1.1%	-3%	16%	0%	-2.1%	3%	-15%	-21%	3.2%	2%

More records.
SMILES	CRE-bla Fsk	BRCT PPI green	Hsp90 Hop PPI	USP2a inh	Epigenetic mod	BRCT PPI red	Ub-GFP proteasome	ALOX15 inhib	HADH2 inh	HBB splicing	Pol III holo inh
COc1ccccc1N1CCN(Cc2ccc(OC)c3ccccc23)CC1	-3%	-2.7%	-6%	1%	5%	-0.6%	2%	?	-6%	-0.8%[9.22 µM]	-5%
COc1cc2ccccc2cc1-c1nnc(COc2ccccc2)o1	5%	3.2%	-1%	·	-4%	0.7%	5%	1%	25%	-0.6%	1%
CC1(C)CC(=O)C(=CN2CCN(C(=O)c3ccco3)CC2)C(=O)C1	?	-0.2%	-3%	-8%	0%	1.5%	4%	0%	-9%	0.4%[9.22 µM]	-1%
COc1cccc(CN2C(=O)C3(C(C#N)=C(N)OC4=C3C(=O)CCC4)c3ccccc32)c1 (configuration not stated)	-13%	-2.2%	-4%	15%	4%	0.2%	-4%	0%	2%	-0.4%	-2%
CCOC(=O)N1CCN(C(=O)C2CCN(C(=O)c3cc4sccc4n3CC)CC2)CC1	-5%	-0.3%	-10%	·	-2%	0.7%	13%	-3%	-2%	0.0%	-2%
CCOC(=O)N1CCN(C(=O)CN(C2CCCCC2)S(=O)(=O)c2ccc(C)cc2)CC1	-1%	1.0%	?	13%	0%	0.4%	12%	?	14%	1.8%	-5%
